Apoferritin bind = binds horse apoferritin like a general anesthetic. P02791. apoferritin/1-aminoanthracene competitive binding, fluorescence. Potency, µM (top dose mostly 77.5 µM), inactives show at the highest dose activity change, negative = displacement, usual class: inhibitors. 0.074% of 350,000 active; also: potency is read from the fitted curve at half-maximal effect; % is scaled to controls: 0 for no effect and ±100 for the full control effect; nearly all actives have a fitted effect of over 20% in size
Target sequence (P02791 2-175 limits assumed): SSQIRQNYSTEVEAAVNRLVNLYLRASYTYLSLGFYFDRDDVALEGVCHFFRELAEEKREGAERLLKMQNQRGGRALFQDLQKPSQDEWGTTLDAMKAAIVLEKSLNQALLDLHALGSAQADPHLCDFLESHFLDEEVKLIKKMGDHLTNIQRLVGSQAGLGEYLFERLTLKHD
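Apoferritin-based anesthetic binding model; compound displacement of fluorescent 1-AMA measured as endpoint fluorescence after 10 minutes at room temperature, scaled to free-ligand and complex controls.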
BLM helicase inh = Bloom syndrome helicase (human) inhibition; 0.2% of 350,000 active; recombinant BLM DNA unwinding, fluorescence dequenching; AID 2528; Potency, µM (titrated, usually from 56.1 µM), for inactives: at the top dose activity change, negative = inhibition, usual class: inhibitors; P54132;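 also: potency is read from the fitted curve at half-maximal effect; plate controls were vehicle for no effect and no enzyme for full effect; nearly all actives have a fitted effect of over 35% in size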
POLH inh = blocks human DNA polymerase eta activity; Q9Y253; recombinant Pol eta, fluorescent DNA replication assay; Potency, µM (doses to about 114 µM), inactives show at the highest dose activity change, negative = inhibition, hits mostly inhibitors; 1.2% of 390,000 active; also: potency is read from the fitted curve at half-maximal effect; % is scaled to controls: 0 for no effect and ±100 for the full control effect
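Pol eta at 10 nM preincubated with compounds 15 min at room temperature; reaction started with fluorescent substrate (50 nM final) and read kinetically at 0 and 10 min.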
POLI inh = DNA polymerase iota (human) inhibition. Q9UNA4. Pol iota fluorescent replication assay, 10 min. Potency, µM (series often up to 115 µM), inactives show at the top dose activity, negative = inhibition, hits mostly inhibitors. 1% of 390,000 active. AID 588590; also: potency is read from the fitted curve at half-maximal effect
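Fluorescent replication assay read twice, at 0 min and 10 min after adding 50 nM (final) substrate. Enzyme (10 nM) and compounds were first incubated 15 min at room temperature; enzyme-free buffer wells were negative controls.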
APEX1 inh = APE1 (human) endonuclease inhibition | P27695 | recombinant APE1, TAMRA/BHQ-2 abasic DNA cleavage fluorescence | 0.35% of 350,000 active | Potency, µM (doses to about 65.8 µM), for the others: at the top dose activity change, negative = inhibition, usual class: inhibitors;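 also: potency is read from the fitted curve at half-maximal effect; plate controls were vehicle for no effect and reference inhibitor for full effect; nearly all actives have a fitted effect of over 55% in size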
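Readout is kinetic fluorescence (ex 525, em 598 nm) from cleavage of 50 nM TAMRA/BHQ-2 THF abasic duplex by 0.75 nM APE1, compound added 15 min beforehand at RT.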
Pol kappa inh = DNA polymerase kappa (human) inhibition. Q9UBT6. purified Pol kappa, fluorescent DNA synthesis assay, 10 min. Potency, µM (titrated, usually from 107 µM), for inactives: at the highest dose activity, negative = inhibition, usual class: inhibitors. 0.53% of 400,000 active. AID 588579; also: potency is read from the fitted curve at half-maximal effect; % is scaled to controls: 0 for no effect and ±100 for the full control effect
Target sequence (Q9UBT6 whole entry, looked up): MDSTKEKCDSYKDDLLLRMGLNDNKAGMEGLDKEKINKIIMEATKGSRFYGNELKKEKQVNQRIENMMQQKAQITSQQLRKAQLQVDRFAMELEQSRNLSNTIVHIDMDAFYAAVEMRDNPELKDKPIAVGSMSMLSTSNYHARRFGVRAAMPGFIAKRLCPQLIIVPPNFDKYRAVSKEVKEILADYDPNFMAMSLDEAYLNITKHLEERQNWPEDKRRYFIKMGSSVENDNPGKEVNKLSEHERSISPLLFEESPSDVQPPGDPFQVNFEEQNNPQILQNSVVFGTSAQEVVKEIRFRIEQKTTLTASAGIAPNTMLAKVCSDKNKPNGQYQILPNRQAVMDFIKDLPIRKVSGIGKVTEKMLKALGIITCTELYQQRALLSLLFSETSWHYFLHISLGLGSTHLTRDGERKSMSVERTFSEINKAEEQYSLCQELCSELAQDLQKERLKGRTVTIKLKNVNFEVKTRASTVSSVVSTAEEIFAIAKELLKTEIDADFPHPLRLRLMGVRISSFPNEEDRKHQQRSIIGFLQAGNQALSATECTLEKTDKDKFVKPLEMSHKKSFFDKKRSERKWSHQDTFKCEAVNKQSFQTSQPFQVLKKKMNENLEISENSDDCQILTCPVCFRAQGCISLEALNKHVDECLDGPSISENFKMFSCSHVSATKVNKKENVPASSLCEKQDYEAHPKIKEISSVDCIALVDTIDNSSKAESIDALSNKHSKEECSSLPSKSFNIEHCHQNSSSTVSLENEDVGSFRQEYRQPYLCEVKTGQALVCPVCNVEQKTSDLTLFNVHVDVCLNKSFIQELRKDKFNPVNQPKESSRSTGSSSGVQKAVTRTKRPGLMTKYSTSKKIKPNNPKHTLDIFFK
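Pol kappa 10 nM + cpd, 15 min RT; start w/ substrate 50 nM final; fluorescence kinetic read, 0 and 10 min. Neg ctrl: buffer, no enzyme.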
POLB inh = DNA polymerase beta (human) inhibition; P06746; Pol beta primer extension/strand displacement, fluorescence kinetic; Potency, µM (doses to about 114 µM), for inactives: top-dose activity change, negative = inhibition, most hits filed as inhibitors; 1.3% of 340,000 active; AID 485314; also: potency is read from the fitted curve at half-maximal effect; % is scaled to controls: 0 for no effect and ±100 for the full control effect
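Curves were derived by four-parameter Hill fits of normalized qHTS data. The kinetic fluorescent primer-extension read was taken at 0 and 10 min after 50 nM substrate, following a 15 min room-temperature preincubation of 10 nM enzyme with compounds.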
LDHA block = inhibitors of human lactate dehydrogenase A. P00338. purified LDHA, NADH/diaphorase-resazurin fluorescence; active compounds read low. activity change, % (values are at about 110 or 230 µM). 0.15% of 480,000 active; in the data active = activity change below about -30%; inconclusive = mostly about -25% to -30%;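 also: plate controls were DMSO wells for no effect and wells without enzyme for full effect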
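Remaining NADH was detected by diaphorase (0.133 mg/mL) converting 37 µM resazurin to fluorescent resorufin, read at 0 and 20 minutes. The preceding 5-minute room-temperature reaction used 2 nM LDHA, 0.2 mM sodium pyruvate and 0.06 mM NADH at pH 7.4.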
GRP78 ERSR act = inducers of ER stress response in human glioma cells; 0.02% of 420,000 active; Potency, µM, for the others: at the top dose activation, most hits filed as activators; U87-MG GRP78 promoter luciferase reporter, 16 h; also: potency is read from the fitted curve at half-maximal effect; series mostly up to about 76 µM; % of control where 0% means no effect; nearly all actives have a fitted effect of over 35% in size
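Stably transfected U87-MG human glioma cells carrying a GRP78-based luminescent sensor were seeded at 1000 cells/well, pin-dosed with compounds and incubated 16 h. Luciferase reagent was then added, and end-point luminescence was read after 10 min at room temperature.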
* marks the source's active call; other numbers are inactive results; u = inconclusive; x = no result given; & = joins results of further samples; [ ] = another dose, or the depositor's remark. Unless noted, calls follow the shape of the dose curve; as a rule, active = well fitted curve in the direction sought with a large enough effect; inconclusive = small, poorly fitted or top-dose-only effect, or another doubt; inactive = no such curve, though single readings can be large; an effect the other way counts as inactive or inconclusive. These rows are one share of the data, so the mix of outcomes need not match the whole.

SMILES | Apoferritin bind | BLM helicase inh | POLH inh | POLI inh | APEX1 inh | Pol kappa inh | POLB inh | LDHA block | GRP78 ERSR act
COC(=O)c1cc(NC(=O)Nc2cc(OC)ccc2OC)cc(C(=O)OC)c1 | -4% | -3% | -14% | 32%[activator] | 0% | -3% | u | 0 | 1%
O=C(O)c1ccccc1NC(=O)c1cc2ccccc2oc1=O | -3% | -2% | -7% | -9% | -1% | 0% | 22% | 0 | -8%
O=C(NNC(=S)Nc1cccc(C(F)(F)F)c1)c1cccc(Cl)c1 | -11% | -2% | -22% | 138%[activator] | -10% | -6% | 29% | -7 | -4%
CCc1ccccc1NC(=O)CNC(=O)c1cn(Cc2ccccc2)nc1-c1cccnc1 | x | x | -20% | 9% | -10% | -8% | x | -5 | -3%
COc1ccc(-c2nc(C)c(C(C)=O)n2O)cc1 | -6% | 1% | 11% | 8% | -4% | -14% | 8% | -1 | -3%
Cc1ccc(OCCC(=O)Nc2ccc(S(=O)(=O)N3CCCC3)cc2)cc1 | x | x | -15% | 2% | 25% | 1% | x | -1 | -3%
CCOC(=O)N1CCN(C(=O)c2ccc3c(=O)n4c(nc3c2)CCCCC4)CC1 | -4% | 2% | 0% | 4% | -3% | -8% | 40% | -7 | -2%
CC1CCN(S(=O)(=O)c2ccc3c(c2)oc(=O)n3CC(=O)NCc2ccc3c(c2)OCO3)CC1 | u | -9% | -2% | -4% | -9% | -1% | -12% | -2 | -4%
CCOc1ccc(-c2cc(CCCC(=O)NCCc3ccc(SC)cc3)no2)cc1 | -11% | -2% | -11% | 21% | x | -18% | -1% | -2 | -9%
O=C(Nc1cc2ccc(O)cc2oc1=O)c1ccccc1 | -2% | -2% | -4% | 8% | x | -14%[60.1 µM] | 3% | 0 | -6%
O=C(NCc1ccccc1)c1ccc(Cn2c(=O)c3cccn3c3cccnc32)cc1 | -10% | 1% | 10% | -7% | x | -8% | -9% | 0 | -2%
O=C(Oc1ccc(F)cc1C(=O)/C=C/c1cccs1)c1cccc([N+](=O)[O-])c1 | u | -9% | 0% | u | -2% | -12% | 0% | -7 | -10%
CCNC(=S)/N=C(\N)Nc1nc(C)c2cc(C)ccc2n1 | -14% | -2% | -22% | 12% | 2% | u | -3% | 6 | u
COc1ccc(CNC(=O)C2CCC(CNC(=O)[C@@H]3Cc4ccccc4CN3)CC2)cc1 (stereo not given in full) | -7% | u | -1% | -16% | -16% | -21% | 11% | 2 | 2%
Cc1ccc(S(=O)(=O)N2CCOCC2)cc1C(=O)Nc1ccc(-c2cn3ccsc3n2)cc1 | -1% | -9% | -14% | -17% | -6% | -8% | -1% | -3 | -5%
CCCN(CCC)CC(O)Cn1c2ccccc2c2ccccc21 (stereo not given) | -6% | -5% | -20% | 13% | -3% | 1% | -3% | 0 | -2%
CCCOc1cccc(C2C(C(=O)c3cc4ccccc4o3)=C(O)C(=O)N2c2cc(C)on2)c1 (stereo not given) | -8% | -21% | -13% | 8% | -9% | -3% | 2% | -1 | -3%
COC(=O)c1ccc(C(C(=O)NC2CCCCC2)N(Cc2ccc(F)cc2)C(=O)Cc2cccs2)cc1 (stereo not given) | -17% | -5% | -11% | 14% | 0% | -19% | 26% | -3 | -3%
CC(C)CNC(=O)c1cc([N+](=O)[O-])ccc1N1CCCCC1 | -5% | 3% | -9% | 5% | 14% | 3% | 54% | -3 | 2%
Cc1ccc(C)c(N2CCN(C(=O)Cn3ncc4c(=O)oc5ccccc5c43)CC2)c1 | -6% | 4% | -2% | -9% | x | -6% | 35% | -4 | -3%
CC(=O)c1cccc(CN2CCCC(CCC(=O)NCc3ccc(F)c(F)c3)C2)c1 (stereo not given) | -12% | 0% | -18% | 24% | -1% | -7% | 29% | -17 | -3%
Cc1cc(S(=O)(=O)N2CCN(c3ccccc3C)CC2)ccc1F | 6% | -7% | -13% | 8% | 0% | -7% | 2% | -6 | -6%
O=C(O)c1cc(NS(=O)(=O)c2ccc(NC3CCCCC3)c([N+](=O)[O-])c2)cc(C(=O)O)c1 | -8% | 2% | 45µM* | -23% | u | -41% | 3% | -22 | -2%
CC(CCC(=O)O)C1CCC2C3CC[C@H]4CC(O)CC[C@@]4(C)C3CC(O)[C@]12C (stereo not given in full) | -10% | -9% | x | x | 0% | 0%[60.1 µM] | x | x | -3%
CCC(C)(C)n1nnnc1C(c1cccs1)N1CCN(Cc2ccccc2)CC1 (stereo not given) | u | -1% | -10% | -13% | -4% | -11% | -20% | -6 | 1%

An excerpt of these results, as comma-separated lines:
canonical_smiles,Apoferritin bind,BLM helicase inh,POLH inh,POLI inh,APEX1 inh,Pol kappa inh,POLB inh,LDHA block,GRP78 ERSR act
COC(=O)c1cc(NC(=O)Nc2cc(OC)ccc2OC)cc(C(=O)OC)c1,-4%,-3%,-14%,32%[activator],0%,-3%,u,0,1%
O=C(O)c1ccccc1NC(=O)c1cc2ccccc2oc1=O,-3%,-2%,-7%,-9%,-1%,0%,22%,0,-8%
O=C(NNC(=S)Nc1cccc(C(F)(F)F)c1)c1cccc(Cl)c1,-11%,-2%,-22%,138%[activator],-10%,-6%,29%,-7,-4%
CCc1ccccc1NC(=O)CNC(=O)c1cn(Cc2ccccc2)nc1-c1cccnc1,x,x,-20%,9%,-10%,-8%,x,-5,-3%
COc1ccc(-c2nc(C)c(C(C)=O)n2O)cc1,-6%,1%,11%,8%,-4%,-14%,8%,-1,-3%
Cc1ccc(OCCC(=O)Nc2ccc(S(=O)(=O)N3CCCC3)cc2)cc1,x,x,-15%,2%,25%,1%,x,-1,-3%
CCOC(=O)N1CCN(C(=O)c2ccc3c(=O)n4c(nc3c2)CCCCC4)CC1,-4%,2%,0%,4%,-3%,-8%,40%,-7,-2%
CC1CCN(S(=O)(=O)c2ccc3c(c2)oc(=O)n3CC(=O)NCc2ccc3c(c2)OCO3)CC1,u,-9%,-2%,-4%,-9%,-1%,-12%,-2,-4%
CCOc1ccc(-c2cc(CCCC(=O)NCCc3ccc(SC)cc3)no2)cc1,-11%,-2%,-11%,21%,x,-18%,-1%,-2,-9%

(cont.)
SMILES | Apoferritin bind | BLM helicase inh | POLH inh | POLI inh | APEX1 inh | Pol kappa inh | POLB inh | LDHA block | GRP78 ERSR act
Cc1ccc(S(=O)(=O)NNC(=O)c2ccccc2O)cc1 | -9% | -4% | 8% | -4% | -10% | -17% | u | 11 | -2%
Cc1ccc(-n2cc(C(C)(C)C)[nH]c2=S)cc1 | -15% | -2% | -5% | -12% | -2% | -12% | 19% | -6 | 2%
O=C(N/N=C/c1ccc(-c2ccccc2[N+](=O)[O-])o1)c1cncc(Br)c1 | -3% | -11% | -16% | 58%[activator] | 16% | -18% | 31% | 24 | 0%
CCOC(=O)Cn1c(N2CCOCC2)nc2c1c(=O)[nH]c(=O)n2C | -1% | -2% | -3% | 7% | 1% | -1% | -7% | -4 | -6%
O=C1c2ccccc2-c2ccc(C(=O)N3CCOCC3)cc21 | -2% | -6% | -15% | 16% | -4% | -4% | -16% | 2 | 2%
O=C(NC1CC(=O)N(c2cccc(F)c2)C1)c1cc2ccccc2o1 (stereo not given) | -15% | 1% | -5% | 25% | x | -5%[60.1 µM] | 14% | -8 | -4%
C=CCn1c(SC(C)C(=O)NCc2ccc3c(c2)OCO3)nnc1C1CCCCC1 (stereo not given) | -17% | -13% | -10% | 44%[activator] | 2% | -1% | 8% | -2 | -5%
Cn1ccc2cc(-c3ccc4ncnc(NCc5cccs5)c4c3)ccc21 | x | x | -15% | -13% | 22%&8% | -11% | x | -14 | -5%
Cc1ccc(CN2CCCN(Cc3c(C)cc(C)cc3C)S2(=O)=O)cc1 | 45%&67%[activator] | -8%&-6% | -13%&-5% | 15%&26% | 19% | -4%&2% | 1%&16% | -6&-1 | -4%&-1%
Cc1ccc(/C=N/N=C2/NC(=O)C(CC(=O)Nc3ccc(Cl)cc3)S2)o1 (stereo not given) | 5% | 1% | -9% | 6% | 1% | -7% | -3% | -9 | -2%
CS(=O)(=O)N(CC(=O)NCCc1ccccc1)C1CCCCC1 | -9% | -13% | -3% | 33%[activator] | 20% | -5% | 2% | 1 | -5%
Cc1cc(-c2ccccc2)n2ncc(C#N)c2n1 | 28% | -2% | -7% | -2% | -1% | -17% | 23% | -7 | -3%
CC1CCCC(NC(=O)COC(=O)[C@@H]2CC(O)CN2S(=O)(=O)c2ccc3c(c2)OCCO3)C1C (stereo not given in full) | -14% | 6% | -14% | 12% | 2% | -2% | 24% | -5 | -3%
COc1ccc(NC(=O)CS(=O)(=O)c2ccccc2)cc1 | -3% | 2% | 1% | 116%[activator] | 31% | -5% | 17% | -6 | 8%
O=C(CSc1nc2ccccc2n1-c1ccccc1)NCC1CCCO1 (stereo not given) | -9% | 1% | -8% | -1% | -1% | -7% | -4% | -6 | -1%
Cc1cc(NC(=O)CCC(=O)N(C(C(=O)NC(C)(C)C)c2ccccc2Cl)C(C)(C)C)no1 (stereo not given) | -7% | -6% | -9% | 71%[activator] | 39% | 6% | -6% | -3 | 2%
CC(C)[C@H](NC(=O)N1c2ccccc2NC(=O)[C@@H]1C(C)C)C(=O)N[C@@H](C(=O)O)c1ccccc1 | -3% | 2% | -1% | -29% | 40% | 6% | 3% | 0 | -2%
Cc1nnc(-c2ccccc2)nc1N1CCOCC1 | -13% | 1% | 8% | 5% | 0% | 0% | 21% | 2 | -5%
CCOC(=O)c1c(NC(=O)c2nc3n(n2)C(C(F)F)CC(C)N3)sc2c1CCCC2 (stereo not given) | -14% | -3% | 4% | 11% | 0% | -8%[60.1 µM] | -3% | -20 | -3%
